PfHsp90 set2: growth inhibition of PfHsp90-expressing yeast, primary screen, antimalarial PfHsp90 inhibitor project, S. cerevisiae, BacTiter-Glo luminescence, single point, set 2 | BacTiter-Glo ATP, 48 h; yeast lacking PDR1 and PDR3 efflux regulators | inhibition, % at 9.4 µM | 310,000 tested, 0.32% active;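 active = every replicate shows inhibition above about 80%, whatever the replicate mean, limit read from the data; inconclusive = mean inhibition reaches the set limit but some replicate falls short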;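 note: 0% = DMSO neutral controls and 100% = 20 µM radicicol positive controls; yeast relying on Plasmodium falciparum Hsp90 in place of its own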
OPRM1-OPRD1 inv: inverse agonists of MOR-DOR heterodimerization, primary screen, cell-based, luminescence. 340,000 tested, 0.21% active. Mu-type opioid receptor (Homo sapiens) + Delta-type opioid receptor (Homo sapiens), …. cell-based MOR-DOR heterodimer luminescence, inverse agonism. AID 504357, 2011. inhibition, % at 9.3 µM; in the data active = inhibition above about 22%, passing the limit was not always enough;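 note: 0% = cells with DMSO and 100% = wells without cells with DMSO; values of inactives mirror those of a sister screen read the other way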
Target sequence (P35372 whole entry, looked up): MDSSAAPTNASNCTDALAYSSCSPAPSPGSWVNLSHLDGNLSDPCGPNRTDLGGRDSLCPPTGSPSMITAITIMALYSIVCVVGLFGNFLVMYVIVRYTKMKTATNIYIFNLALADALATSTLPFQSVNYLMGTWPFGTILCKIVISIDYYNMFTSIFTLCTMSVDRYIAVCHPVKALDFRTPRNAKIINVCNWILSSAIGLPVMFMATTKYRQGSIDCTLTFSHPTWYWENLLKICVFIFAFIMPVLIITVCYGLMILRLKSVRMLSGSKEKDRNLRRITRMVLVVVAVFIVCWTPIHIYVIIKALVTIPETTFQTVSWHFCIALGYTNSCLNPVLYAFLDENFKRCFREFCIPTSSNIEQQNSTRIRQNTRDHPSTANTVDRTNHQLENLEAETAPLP
Target sequence (P41143 whole entry, looked up): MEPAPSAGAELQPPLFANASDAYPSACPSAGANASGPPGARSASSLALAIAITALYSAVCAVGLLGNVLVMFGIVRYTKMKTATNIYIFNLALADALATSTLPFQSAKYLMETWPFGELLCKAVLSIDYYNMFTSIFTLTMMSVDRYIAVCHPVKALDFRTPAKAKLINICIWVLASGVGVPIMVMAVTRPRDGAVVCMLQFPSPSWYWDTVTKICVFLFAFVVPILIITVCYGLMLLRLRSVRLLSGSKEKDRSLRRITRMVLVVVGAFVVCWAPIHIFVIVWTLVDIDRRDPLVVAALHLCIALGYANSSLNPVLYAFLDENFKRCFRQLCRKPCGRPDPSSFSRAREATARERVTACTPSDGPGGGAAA
phage Ecoli inh: growth loss of phage-infected E. coli, primary screen, RecBCD inhibitor project, absorbance, with phage, HTS. inhibition, % at 11.9 µM. 360,000 tested, 0.26% active. AID 651602, 2012; in the data active = inhibition above about 11%
PKA-R1A activ: activators of PKA-R1A holoenzyme, primary screen, biochemical, fluorescence polarization, Cy5-IP20, bovine R1A, mouse PKAc | 340,000 tested, 0.083% active | activation, % at 11.4 µM | PKA-R1A dissociation; scaled: DMSO 0%, 113 µM cGMP 100% | cAMP-dependent protein kinase type I-alpha regulatory subunit (Bos taurus) + …;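 active = percent activation above the mean of all tested compounds plus 3 SD, cut at about 19% in these data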;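 note: higher means more PKAc released from R1A so a rise in polarization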
E coli growth: E. coli V3065 growth inhibition, primary screen, counter-screen for AddAB inhibitor project, absorbance, OD600; AID 449728, 2010; 18 h; 330,000 tested, 0.27% active; inhibition, % at 11.9 µM;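 active = inhibition above the campaign's mean inhibition across all tested compounds plus 3 SD, cut at about 9.9% in these data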;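 note: uninfected addAB+ strain grown without phage in ampicillin broth; 0% = DMSO wells and 100% = ciprofloxacin 0.95 µg/ml wells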
SUMO Mot1 rescue: yeast Mot1-301 growth rescue at high temperature, primary screen, SUMOylation pathway inhibitor project, S. cerevisiae, ATP luminescence, 38.5C | AID 2716, 2010 | growth rescue, % at 18.8 µM | 320,000 tested, 1% active | S. cerevisiae Mot1-301 growth rescue; percent above DMSO median, 100 means doubled;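 active = every valid replicate shows activation above 250% relative to neutral control wells; inactive = the rest, any valid replicate at or below 250%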;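 note: OY570 slx delta 5 strain wells were the positive control but not used for scaling; some compounds called inactive have numbers as strong as hits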
Tat transport: E. coli Tat export inhibitors, primary screen, MC4100, TorA-mCherry reporter, fluorescence, single point. inhibition, % at 10 µM. AID 488895, 2010. 340,000 tested, 0.036% active;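 active = mean replicate inhibition at least 50% and at least half of replicates individually reaching 50%; inconclusive = only one of the two criteria met; inactive = neither criterion met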;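 note: exported cargo escapes ClpAP degradation while cytoplasmic cargo is degraded and loses fluorescence; 0% = median of neutral control wells and 100% = median of NaSCN control wells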
AddAB inh: growth inhibition of E. coli expressing H. pylori AddAB, primary screen, AddAB inhibitor project, absorbance | inhibition, % at 11.9 µM | AID 435030, 2010 | 330,000 tested, 0.29% active; in the data active = inhibition above about 12%;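 note: 0% = vehicle wells of infected cells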
MOR-DOR ag: agonists of OPRM1-OPRD1 heterodimerization, primary screen, cell-based, luminescence; cells; activation, % at 9.3 µM; 340,000 tested, 0.3% active; in the data active = activation above about 18%;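 note: 0% = vehicle-treated cells and 100% = reference agonist; values of inactives mirror those of a sister screen read the other way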
HTR5A inv ctr: HTR5A inverse agonists in luminescence cell assay, primary screen, counter-screen for OPRM1-OPRD1 heterodimer inverse agonist project, full-deck HTS; inhibition, % at 9.3 µM; 340,000 tested, 0.083% active; HTR5A cell line, inverse agonism; in the data active = inhibition mostly above about 23%, no sharp cut-off; inactive = mostly below about 18%;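 note: 0% = cells with DMSO and 100% = no-cell wells with DMSO; some compounds called inactive have numbers as strong as hits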
PKA-R2B activ: activators of PKA-R2B holoenzyme, primary screen, biochemical, fluorescence polarization, Cy5-IP20, human; cAMP-dependent protein kinase catalytic subunit beta (Homo sapiens) + cAMP-dependent …; PKA-R2B holoenzyme dissociation; R2B truncated from residue 108, S112A mutant; 0% DMSO only, 100% 113 µM cGMP; activation, % at 11.4 µM; 340,000 tested, 0.079% active; AID 504700, 2011;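 active = activation above a cutoff set at the mean over all compounds plus 3 SD, cut at about 18% in these data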;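 note: higher means more holoenzyme dissociation and a rise in polarization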
Numbers without * were called inactive; ? = inconclusive; / = no result given.

SMILES | SUMO Mot1 rescue | HTR5A inv ctr | PKA-R1A activ | AddAB inh | PKA-R2B activ | PfHsp90 set2 | E coli growth | phage Ecoli inh | MOR-DOR ag | OPRM1-OPRD1 inv | Tat transport
COc1ccc(OCC(=O)Nc2cccc3cccnc23)cc1 | 50 | -11 | -14 | -1.0 | 3 | -1 | -0.4 | 0.8 | 1.4 | -6 | 4
Cc1ccnn1C(C)C(=O)O (centres undefined) | -11 | 3 | -2 | 1.8 | -2 | -16 | 1.3 | 4.3 | -2.9 | 15 | 2
COc1ccccc1C(=O)NC(=O)COC(=O)C1(C)CC1(Cl)Cl (centres undefined) | 9 | 10 | -4 | 0.0 | 2 | -17 | 0.2 | -0.8 | -0.1 | 1 | -8
O=C(/C=C/c1cccc([N+](=O)[O-])c1)Nc1ccc(NC(=O)c2cccs2)cc1 | 474* | 2 | -7 | 1.9 | 4 | 9 | -2.4 | 1.5 | -2.7 | 14 | -1
CN(c1ccccc1)S(=O)(=O)c1ccc(C(=O)OCC(=O)NCc2cccs2)cc1 | 46 | 1 | -4 | -0.3 | -3 | 5 | 2.1 | 4.3 | -2.0 | 10 | 0
O=C(C1CCN(S(=O)(=O)c2c(Cl)cccc2Cl)CC1)N1CCCC1 | 4 | 15 | 7 | 0.4 | 11 | -4 | 0.0 | 0.5 | -0.8 | 4 | 3
O=C(CCc1nnc2ccc(NCc3ccco3)nn12)Nc1ccccn1 | -15 | -16 | 1 | 2.7 | -14 | -4 | -2.1 | -1.7 | -0.6 | 3 | 0
CC(C)CNC(=O)[C@H](Cc1ccccc1)NC(=O)c1cccs1 | 211 | 1 | -5 | 1.7 | 0 | -24 | -0.1 | 0.0 | 0.5 | -4 | -5
Cc1nn(CCC(=O)NNC(=S)Nc2ccccc2)c(C)c1Br | 1 | 23 | -12 | 0.5 | -15 | 10 | 1.1 | 3.5 | -5.6 | 30* | 0
CCOC(=O)NCc1ccccc1 | 11 | -19 | -14 | 1.1 | 0 | -24 | 1.0 | / | -3.4 | 19 | 3
COc1ccc(OC)c(-c2csc(NC(=O)Cc3ccccc3)n2)c1 | 14 | 6 | -1 | 1.7 | 8 | -17 | 1.3 | 1.2 | 6.3 | -51 | 0
O=C(CSCc1ccco1)N1CCc2ccccc21 | -8 | -20 | 11 | -0.3 | -2 | 20 | 2.5 | / | -2.2 | 11 | 18
CCN1C(=NCCc2ccccn2)N[C@@H](c2cccc(F)c2)C(C(=O)OC)=C1C | 406 | 18 | 3 | 5.5 | 2 | 9 | 3.4 | 1.1 | 0.1 | 0 | -2
O=c1[nH]c(CN2CCN(c3ccccc3O)CC2)nc2ccccc12 | 78 | 8 | -4 | 3.2 | 0 | 8 | 0.0 | 2.9 | -0.4 | 2 | -2
O=C(c1cc2ccccc2oc1=O)N(Cc1ccccc1)C1CCS(=O)(=O)C1 (centres undefined) | -9 | 9 | -6 | 3.2 | 14 | 24 | -1.9 | 0.5 | -2.7 | 16 | -2
Cc1ccc(C)c(S(=O)(=O)NCCC(=O)N2CCCC(C(N)=O)C2)c1 (centres undefined) | 2 | -31 | -3 | 0.8 | -9 | 3 | 1.9 | -3.1 | -1.5 | 6 | -11
Cc1ccc(Nc2nc(Nc3ccc(C)cc3)nc(SC3=NCCS3)n2)cc1 | 0 | 11 | -7 | 3.8 | 0 | -25 | -0.3 | -1.0 | -0.2 | 1 | 4
O=C(/C=C(\O)c1ccccc1)C(=O)NNC(=O)c1ccccc1[N+](=O)[O-] | 100 | 3 | -3 | 0.9 | -1 | 21 | 0.6 | -0.8 | -1.8 | 10 | -9
Cc1ccccc1Nc1nnc(C)c(=O)[nH]1 | 0 | -29 | 6 | 1.2 | -4 | / | -1.9 | 1.3 | -1.4 | 8 | ?
Cc1cc(C)nc(N(C#N)Cc2cccc3ccccc23)n1 | -3 | -15 | -8 | -2.0 | -18 | 7 | -3.1 | 2.9 | -0.8 | 5 | 1
O=C(CNS(=O)(=O)c1ccccc1)NCC(=O)OCc1ccc(Br)cc1 | 165 | 35 | -13 | 0.5 | -10 | -40 | 2.1 | 1.1 | -2.9 | 15 | -8
CC(=O)Nc1ccc(S(=O)(=O)NCCc2csc(C)n2)cc1 | -25 | -7 | 7 | 1.9 | -5 | -16 | -0.1 | 2.8 | -1.3 | 7 | -4
C=CCSc1nnc2c(n1)[nH]c1c(C)cccc12 | 532* | -11 | 0 | 2.0 | 3 | -9 | 4.2 | 2.3 | 0.7 | -4 | 24
O=C(CCCn1c(SCC(=O)NCCc2ccccc2)nc2ccccc2c1=O)NCC1CCCO1 (centres undefined) | / | 5 | 2 | 1.8 | -13 | 13 | 0.6 | 3.2 | -1.6 | 8 | 11
CC(=O)C1=C(C)NC(C)=C(C(C)=O)C1c1cn(-c2ccccc2)nc1-c1cccs1 | 200 | 11 | 0 | -0.6 | -13 | -13 | 0.7 | 2.4 | -1.8 | 9 | 0
COc1ccccc1-n1c(SCC(=O)N2CCc3ccccc32)nc2c(c1=O)SCC2 | 11 | -4 | -6 | -0.8 | 1 | 3 | -0.6 | 1.4 | 1.3 | -7 | -7
O=C(CC1SC(N2CCCC2)=NC1=O)Nc1ccc(C(=O)NCCc2ccc(F)cc2)cc1 (centres undefined) | -7 | 2 | -2 | -0.3 | 1 | / | -1.3 | 0.6 | 0.0 | 0 | 0
COc1cc(C)ccc1OCc1cc(C(=O)N(C)CCCN2CCOCC2)no1 | 59 | -33 | -8 | 4.4 | -4 | -5 | -0.1 | -0.7 | -2.8 | 14 | 7
CN(CCc1ccccc1)C(=O)c1cc(COc2cccc(C(F)(F)F)c2)on1 | / | -10 | -9 | / | 0 | -17 | / | 1.7 | 3.9 | -21 | 25
Cc1cc(S(=O)(=O)N2CCCC2C(=O)N2CCOCC2)c(C)cc1Cl (centres undefined) | 272 | 20 | -11 | 1.2 | -5 | -7 | 0.8 | 4.1 | -2.1 | 10 | 5
CC1CN(S(=O)(=O)c2cccc(C(=O)Nc3ccccc3N3CCCC3)c2)CC(C)O1 (centres undefined) | 110 | -4 | -1 | 2.1 | 6 | / | -0.2 | -0.7 | 0.0 | 0 | -8
Cc1cc(C)c(C)c(OCC(O)CN2CCN(c3ccccn3)CC2)c1 (centres undefined) | -17 | -22 | -1 | -2.4 | -7 | -4 | -1.4 | 2.0 | 1.1 | -6 | -10
COc1cc(NC(=O)CN2CCCCCC2)cc(OC)c1 | 204 | 8 | 0 | 1.0 | 0 | 8 | -0.8 | -0.3 | 1.4 | -11 | 10
Cc1cc(=O)oc(C)c1C(=O)NNC(=O)C1(C)CC1Br (centres undefined) | 41 | 21 | -6 | 2.6 | 5 | -4 | -0.3 | 1.6 | 0.0 | 0 | 3
CCN(CC(=O)Nc1c(F)cccc1F)C(=O)CN1C(=O)NC2(CCCC2)C1=O | -17 | -22 | -5 | 0.3 | -2 | / | -1.5 | 3.5 | -2.5 | 16 | -4
COc1ccccc1C(=O)NC(=S)Nc1cc(C(=O)O)ccc1C | 4 | 10 | -8 | 0.0 | -9 | -26 | 0.6 | 3.3 | -1.6 | 9 | 3
CCN(CC(=O)NCc1cccs1)C(=O)c1ccc(-c2ccccc2F)o1 | / | 11 | -6 | 1.6 | -4 | 23 | 1.3 | 1.2 | -2.2 | 9 | -2
CC(=O)Nc1ccc(S(=O)(=O)Nc2nc3ccccc3nc2Sc2nncn2C)cc1 | -2 | 1 | 3 | 1.7 | 2 | -9 | 0.7 | -1.2 | -0.3 | 2 | -10
Cc1ccc(NC(=O)CN2CCc3ccccc3C2)cc1S(=O)(=O)N1CCOCC1 | 14 | 21 | -4 | -0.8 | -1 | -7 | -3.1 | 3.2 | 9.8 | -44 | 7
COc1ccc(Cl)cc1NC(=S)NN1CCOCC1 | -13 | 14 | -4 | -2.8 | -8 | 5 | 0.7 | 4.1 | 2.2 | -11 | -3
Cc1ccc(CN(C(=O)c2cc3ccccc3oc2=O)C2CCS(=O)(=O)C2)cc1 (centres undefined) | 2 | -26 | -1 | 0.2 | -3 | -22 | 0.0 | 5.5 | -1.3 | 7 | 0
COc1ccccc1NC(=O)CN1CCN(Cc2ccccc2)CC1 | 8 | -8 | 1 | 2.9 | -1 | / | 1.3 | 2.5 | -2.3 | 11 | 0
Cc1cccc(C(=O)NNC(=O)c2csc(N3CCOCC3)n2)c1C | -5 | 1 | 0 | 0.3 | -13 | / | 1.2 | -2.8 | -1.4 | 7 | 5
CCn1nc(C(=O)N[C@@H](CCSC)c2nc3ccccc3[nH]2)c2ccccc2c1=O | 207 | 12 | 0 | 3.2 | -6 | 12 | 2.1 | 2.2 | -1.8 | 10 | 2
COc1ccc(C(c2nnnn2C2CCCCC2)N2CCN(c3ccccc3F)CC2)cc1 (centres undefined) | 327 | 12 | -1 | 4.6 | 3 | -14 | 1.6 | -1.7 | -1.6 | 7 | 4
CCCCC(=O)NC(Nc1ccc(C)cn1)(C(=O)OCC)C(F)(F)F (centres undefined) | -4 | 11 | -16 | -0.1 | 0 | 24 | 0.4 | -1.0 | -0.3 | 2 | 7
COc1cc2c(cc1OC)C(C)N(C(=O)CCNC(=O)c1ccccc1)CC2 (centres undefined) | 45 | 5 | -6 | 1.2 | -8 | -4 | 1.4 | 0.7 | -2.6 | 14 | -5
CCOCCOc1cc(NCc2ccccc2)c2ncn(C(C)C)c2c1 | / | -16 | -1 | / | -8 | -18 | / | -2.6 | 3.8 | -22 | 2
CSc1ccc(CN(C)C(=O)CSCC(=O)Nc2cc(C)on2)cc1 | 4 | 1 | 3 | 1.7 | -15 | -3 | -0.8 | 2.2 | -1.7 | 9 | -2
c1ccc(C2c3c(ccc4ccccc34)Oc3ncn4nc(-c5ccco5)nc4c32)cc1 (centres undefined) | -1 | -3 | -1 | 2.3 | -5 | 36 | 1.4 | 0.5 | -1.5 | 8 | 9

Screens deposited in PubChem by several laboratories.
